Screens from PubChem BioAssay.
MCF10A rerep: DNA re-replication induction in MCF 10a cells. MCF 10A DNA re-replication, Hoechst nuclear intensity, 48 h. Potency, µM (top dose mostly 46.1 µM), without a hit: at the highest dose activity, positive = re-replication, most hits filed as activators. 350,000 tested, 2.9% active. AID 624296; further: % of control where 0% means no effect; nearly all actives have a fitted effect of over 50% in size
S2 tox: viability counter-screen for ATXN expression inhibitors; S2 cells (HEK-293 line with an ATXN2-luciferase reporter) viability, CellTiter-Fluor protease fluorescence, 24 h; 400,000 tested, 0.49% active; Potency, µM (top dose mostly 56.7 µM), most hits filed as cytotoxic; further: nearly all actives have a fitted effect of over 40% in size
Nrf2 inh: Nrf2 pathway inhibition; A549 ARE-Fluc reporter, luciferase luminescence, 18-24 h; Potency, µM (doses to about 46 µM), for inactives: at the top dose activity change, negative = inhibition, usual class: inhibitors; 360,000 tested, 2.1% active; further: on the % scale 0 is the no-effect control and ±100 the full control effect; nearly all actives have a fitted effect of over 60% in size
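Nrf2 function is reported as luminescence of an ARE-controlled luciferase in A549 cells. Compounds were tested at several concentrations, and a CellTiter-Fluor read on the same wells flagged cytotoxicity.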
Nrf2 activator: Nrf2 pathway activation; AREc32 ARE-luciferase reporter (MCF7-derived line), luminescence, 24 h; Potency, µM (highest dose often 46.1 µM), without a hit: at the top dose activation, hits mostly activators; 410,000 tested, 0.31% active; AID 624171; further: % of control where 0% means no effect; nearly all actives have a fitted effect of over 65% in size
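AREc32_Fluc, 1000 cells/well, OPTI-MEM + 5% FBS, o/n 37 deg C 5% CO2; 23 nL cpd by pin tool, 24 hr; Steady-Glo 30 min RT, luminescence.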
ATXN2 expr inh: inhibitors of ATXN2 expression | AID 1745845 | Potency, µM (highest dose often 57 µM), inactives show at the highest dose activity change, negative = inhibition, hits mostly inhibitors | 360,000 tested, 0.72% active | HEK-293 ATXN2-luciferase reporter, luminescence, 24 h; further: on the % scale 0 is the no-effect control and ±100 the full control effect; nearly all actives have a fitted effect of over 55% in size
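ATXN2-luciferase reporter cells (luciferase flanked by upstream and downstream ATXN2 gene portions) were treated 24 h at 37 °C with compounds at up to 57 uM. SteadyGlo luminescence gave expression; GF-AFC fluorescence gave viability.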
HepG2 tox: HepG2 cytotoxicity, counter-screen for TGF-b inhibitors; HepG2 CAGA-GFP viability, ATP luminescence, 18 h; Potency, µM (highest dose often 46.1 µM), for inactives: at the top dose activity change, negative = cytotoxicity, most hits filed as cytotoxic; 410,000 tested, 0.76% active; AID 588856; further: some results filed as inactive show a strong effect at the top dose
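CellTiter-Glo luminescence gave cytotoxicity after 18 hours at 37 degrees C. The cells were HepG2 CAGA-GFP in 1% FBS DMEM, stimulated with 500 pg/mL TGF-beta after compound addition. %Activity was normalised to no-cell wells (complete cell-killing) and DMSO (no toxicity), and curves were fitted and classified.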
EPAC2 antag: blocks human EPAC2 exchange factor | Q8WZA2 | AID 720708 | EPAC2 GEF exchange of Rap1B-BODIPY-GDP, fluorescence | Potency, µM (series often up to 114 µM), for inactives: at the highest dose activity, negative = inhibition, hits mostly inhibitors | 360,000 tested, 0.18% active; further: on the % scale 0 is the no-effect control and ±100 the full control effect; nearly all actives have a fitted effect of over 45% in size; many of its hits are not listed in these tables
Target sequence (Q8WZA2 whole entry, looked up): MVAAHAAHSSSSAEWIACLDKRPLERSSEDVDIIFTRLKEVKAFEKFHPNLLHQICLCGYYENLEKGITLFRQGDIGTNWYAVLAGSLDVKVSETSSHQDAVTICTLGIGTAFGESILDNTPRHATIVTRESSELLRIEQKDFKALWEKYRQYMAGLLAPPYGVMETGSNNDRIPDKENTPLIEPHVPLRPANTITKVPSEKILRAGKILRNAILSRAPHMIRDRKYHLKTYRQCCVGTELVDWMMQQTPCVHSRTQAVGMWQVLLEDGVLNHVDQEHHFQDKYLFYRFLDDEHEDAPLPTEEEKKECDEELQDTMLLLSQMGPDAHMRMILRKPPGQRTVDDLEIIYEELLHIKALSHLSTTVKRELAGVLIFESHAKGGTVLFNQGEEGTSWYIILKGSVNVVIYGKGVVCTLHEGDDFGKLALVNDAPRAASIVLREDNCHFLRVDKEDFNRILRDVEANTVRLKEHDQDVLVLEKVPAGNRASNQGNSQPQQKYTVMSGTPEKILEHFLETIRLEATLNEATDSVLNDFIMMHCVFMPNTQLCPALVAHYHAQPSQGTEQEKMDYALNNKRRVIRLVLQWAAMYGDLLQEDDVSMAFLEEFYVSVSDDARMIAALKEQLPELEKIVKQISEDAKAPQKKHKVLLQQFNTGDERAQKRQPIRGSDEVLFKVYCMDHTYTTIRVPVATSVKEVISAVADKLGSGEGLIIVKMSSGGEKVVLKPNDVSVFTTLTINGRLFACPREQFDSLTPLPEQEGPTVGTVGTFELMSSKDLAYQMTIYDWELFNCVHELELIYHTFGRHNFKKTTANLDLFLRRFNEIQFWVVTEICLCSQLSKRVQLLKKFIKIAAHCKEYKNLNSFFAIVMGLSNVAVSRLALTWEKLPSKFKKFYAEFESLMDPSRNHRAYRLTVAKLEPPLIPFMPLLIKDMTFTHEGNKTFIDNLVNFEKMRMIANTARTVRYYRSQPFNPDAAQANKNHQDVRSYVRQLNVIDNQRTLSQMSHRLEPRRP
A549 tox: A549 cytotoxicity, counter-screen for Nrf2 inhibitors | Potency, µM (highest dose often 46 µM), without a hit: at the top dose activity change, negative = cytotoxicity, usual class: inhibitors | AID 504648 | 390,000 tested, 0.16% active | A549 ARE-Fluc cells, CellTiter-Fluor viability, 18-24 h; further: on the % scale 0 is the no-effect control and ±100 the full control effect
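A549 ARE_Fluc cells in 5% FBS OPTI-MEM were exposed to compounds in concentration-response for 18-24 h at 37 deg C. Viability was read by CellTiter-Fluor fluorescence (Ex 405/Em 525) after 30 min, before the luciferase read.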
TGFb inhibitor: TGF-b pathway inhibition. AID 588855. Potency, µM (titrated, usually from 46.1 µM), inactives show at the top dose activity, negative = inhibition, most hits filed as inhibitors. 410,000 tested, 1.2% active. HepG2 CAGA-GFP TGF-b/SMAD3 reporter, GFP fluorescence, 18 h; TGF-beta stimulated, 500 pg/mL final; further: on the % scale 0 is the no-effect control and ±100 the full control effect; nearly all actives have a fitted effect of over 65% in size
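Using HEPG2 CAGA-GFP reporter cells at 1000 cells/well, we pinned test compounds, stimulated with recombinant TGF-beta (500 pg/mL final) and measured total well GFP after 18 h.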
Active calls of the source: *; i = inactive; ? = inconclusive; / = no result given; & = joins results of further samples; [ ] = dose if it differs, or a comment. The call rests on the fitted dose curve; in most records, active means well fitted curve in the direction sought with a large enough effect; inconclusive means small, poorly fitted or top-dose-only effect, or another doubt; inactive means no such curve, though single readings can be large; an effect the other way counts as inactive or inconclusive. Potency means the concentration at half of the fitted maximal effect. The list is partial, so the mix of outcomes need not match the whole.

The line under a structure holds: S2 tox	ATXN2 expr inh	MCF10A rerep	Nrf2 activator	A549 tox	Nrf2 inh	HepG2 tox	TGFb inhibitor	EPAC2 antag
CC1CCC2(CC1)NC(=O)N(CC(=O)Nc1ccc3c(c1)CCC3)C2=O (stereo not drawn)
    i	-36%	3%	-0.1%	-18%	?	-10%	?	-1%
Cc1ccc(NC(=O)C2CCCN(C(=O)NCc3ccccc3)C2)c(C)c1 (stereo not drawn)
    i	-4%	-14%	-0.1%	11%	6%	7%	12%	2%
CCOC(=O)C1C(=O)NCC1c1ccccc1 (stereo not drawn)
    i	-7%	-3%	0.0%	-7%	6%	0%	0%	15%
CC(=O)Nc1cc(C(=O)NCc2ccco2)ccc1Sc1ccc(F)cc1
    i	-1%	-12%	0.5%	2%	-1%	5%	-12%	8%
CCCN(CC(=O)Nc1ccccc1OC)C(=O)c1ccc2c(c1)NC(=O)C(C)S2 (stereo not drawn)
    ?	3%	1%	-0.7%	-14%	?	-4%	-3%	-5%
Cc1csc(=Nc2cccnc2)n1Cc1ccco1
    /	-27%	22%	11%	1%	-18%	-6%	-10%	12%
O=C(COC(=O)COc1ccccc1)NCCC1=CCCCC1
    ?	/	-7%	-0.5%	-1%	-7%	-18%	14%	1%
COc1c(/C=N/Nc2ccc([N+](=O)[O-])cc2[N+](=O)[O-])c(C)nn1-c1ccccc1
    ?	?	9%	0.3%	-9%	-17%	1%	-1%	-4%
CCN1CCN(C(=O)c2ccc(OC)c(S(=O)(=O)Nc3ccc(C)cc3)c2)CC1
    i	4%	-4%	0.2%	-1%	2%	-5%	-6%	-1%
O=C(c1ccco1)N1CCN(C(c2cccs2)c2nnnn2C2CCCCC2)CC1 (stereo not drawn)
    i	-4%	10%	-0.4%	11%	2%	-17%	14%	10%
O=C(NCc1cccc(Cl)c1)c1cc2ccc3cccnc3c2[nH]1
    /	/	/	6.3%	-1%	9%	-16%	-7%	/
COC(=O)c1ccc(COc2ccc(/C=C(\C#N)c3nc4ccccc4[nH]3)cc2OC)o1
    i	-7%	?	2.5%	13%	21%	-5%	0%	7%
O=C1[C@H]2[C@@H](c3ccc(C(F)(F)F)cc3)N[C@]3(CCCN(Cc4ccc(C(F)(F)F)cc4)C3=O)[C@H]2C(=O)N1Cc1ccccc1
    i	16%	/	0.5%	/	/	-37%	-18%	-14%
COc1ccc2[nH]c(=O)c(CN(C(=O)c3ccco3)C(C)C)cc2c1
    i	2%	-2%	-0.8%	3%	?	19%	15%	2%
CCCc1cc(=O)n2[nH]cc(-c3ccc(Cl)cc3)c2n1
    ?	10µM*	?	-0.2%	?	21µM*	11µM*	5µM*	9%
CCCNC(=O)c1onc(CSc2ccccn2)c1C(=O)NCCC
    i	1%	2%	0.0%	0%	-16%	0%	9%	14%
O=c1nc(N2CCCCC2)nc2n1CCO2
    i	7%	-1%	-0.3%	-11%	4%	9%	1%	0%
O=S(=O)(c1ccc(Br)cc1F)N1CC[C@H](O)C1
    i	6%	-5%	1.6%	7%	5%	-3%	3%	16%
COc1ccccc1C1NC(=O)NC(C)=C1C(=O)Nc1cccc(C)c1C (stereo not drawn)
    i	0%	7%	0.0%	-2%	-3%	4%	9%	-1%
Cc1ccc(CNC(=O)CC2C(=O)Nc3c2c(=O)n(C)c(=O)n3Cc2ccccc2)cc1 (stereo not drawn)
    i	0%	2%	5.1%	6%	15%	-35%	-4%	22%

3 structures from above, ordered by heavy-atom count, smallest number first.
The line under a structure holds: S2 tox	ATXN2 expr inh	MCF10A rerep	Nrf2 activator	A549 tox	Nrf2 inh	HepG2 tox	TGFb inhibitor	EPAC2 antag
O=c1nc(N2CCCCC2)nc2n1CCO2
    i	7%	-1%	-0.3%	-11%	4%	9%	1%	0%
O=S(=O)(c1ccc(Br)cc1F)N1CC[C@H](O)C1
    i	6%	-5%	1.6%	7%	5%	-3%	3%	16%
CCCc1cc(=O)n2[nH]cc(-c3ccc(Cl)cc3)c2n1
    ?	10µM*	?	-0.2%	?	21µM*	11µM*	5µM*	9%

Looked up by compound from above, 5 records:
The line under a structure holds: S2 tox	ATXN2 expr inh	MCF10A rerep	Nrf2 activator	A549 tox	Nrf2 inh	HepG2 tox	TGFb inhibitor	EPAC2 antag
O=S(=O)(c1ccc(Br)cc1F)N1CC[C@H](O)C1
    i	6%	-5%	1.6%	7%	5%	-3%	3%	16%
COC(=O)c1ccc(COc2ccc(/C=C(\C#N)c3nc4ccccc4[nH]3)cc2OC)o1
    i	-7%	?	2.5%	13%	21%	-5%	0%	7%
CCCNC(=O)c1onc(CSc2ccccn2)c1C(=O)NCCC
    i	1%	2%	0.0%	0%	-16%	0%	9%	14%
COc1ccccc1C1NC(=O)NC(C)=C1C(=O)Nc1cccc(C)c1C (stereo not drawn)
    i	0%	7%	0.0%	-2%	-3%	4%	9%	-1%
O=C(NCc1cccc(Cl)c1)c1cc2ccc3cccnc3c2[nH]1
    /	/	/	6.3%	-1%	9%	-16%	-7%	/

(continued)
The line under a structure holds: S2 tox	ATXN2 expr inh	MCF10A rerep	Nrf2 activator	A549 tox	Nrf2 inh	HepG2 tox	TGFb inhibitor	EPAC2 antag
O=C(CCSc1ccccc1Cl)NNC(=O)c1ccncc1
    i	10%	0%	-0.2%	-5%	-11%	1%	-19%	-3%
COC(=O)c1sc2nc(SCc3ccccc3C#N)n(N)c(=O)c2c1C
    i	-18%	14%	-0.1%	-4%	-14%	-2%	-2%	5%
COc1cccc(NC(=O)C2CC(=O)N(Cc3ccc(C)cc3)C2)c1 (stereo not drawn)
    i	-14%	-20%	0.1%	11%	-10%	4%	-5%	-16%
O=C(N/N=C/c1ccc(N2CCOCC2)cc1)C1COc2ccccc2O1 (stereo not drawn)
    i	-30%	?	0.5%	1%	7%	-3%	7%	-8%
Cc1ccc(N2C(=O)SC(Cc3ccccc3)C2=O)cc1 (stereo not drawn)
    i	-2%	?	6.3%	21%	5%	11%	19%	-24%
CCOC(=O)N1CCN(C(=O)c2cc(-n3cnnc3)ccc2Cl)CC1
    i	3%	-3%	-0.8%	-3%	/	0%	23%	4%
CNC(=O)c1cc(Nc2nnc(-c3ccc(O)cc3)c3ccccc23)ccc1OC
    i	9%&-14%	6%	0.3%&4.1%	-1%&-1%	-14%&-13%	3%&-6%	6%&0%	4%
CCn1c(Cc2ccccc2)nnc1SCc1cccc(C(=O)O)c1
    i	3%	11%	-0.6%	0%	7%	-2%	-3%	20%
CN1CCN(CC(=O)Nc2ccccc2Oc2ccccc2)CC1
    i	/	-3%	-1.1%	24%	20%	-22%	-28%	1%
O=C(O)c1cccnc1SCc1cn2cc(Br)ccc2n1
    i	-28%	10%	-0.3%	1%	-22%	5%	7%	-2%
Cn1c(C(=O)Nc2ccc3c(c2)OCO3)cc2c(=O)n(C)c3ccccc3c21
    ?	-8%	2%	-0.3%	-8%	?	7%	-9%	-10%
COc1ccc(/C=C(\C#N)c2nc3ccccc3n2C)c(OC)c1
    ?	29%	/	8.8%	?	-9%	-26%	41%	/
CCn1c(SCc2ccccc2)nc2c1c(=O)[nH]c(=O)n2C
    i	/	7%	0.9%	0%	0%	-2%	13%	14%
CC(=O)c1ccc(NC(=O)C2CCCN(S(=O)(=O)c3cccc4nonc34)C2)cc1 (stereo not drawn)
    i	9%	0%	6.1%	1%	5%	-21%	3%	-8%
COc1ccc([N+](=O)[O-])cc1NC(=O)CSc1nncn1-c1ccccc1
    i	-28%[11.3 µM]	0%	0.1%	0%	-13%	-9%	-1%	-14%
O=C(N1CCOCC1)N1CCN(S(=O)(=O)c2ccc(F)cc2)CC1
    i	-6%	4%	-0.1%	11%	1%	-9%	-5%	-2%
O=C(Nc1cccn2ncnc12)C(F)(F)F
    ?	-21%	?	-0.4%	7%	5%	6%	3%	1%
C/C(=N\Nc1nncc2ccccc12)c1ccc(OCC(=O)N(C)C)cc1
    i	-3%	6%	2.0%	-1%	?	5%	-4%	-5%
Cc1cccc(C)c1NC1=NC(C)(C)N=C(N)N1
    i	3%	-7%	3.8%	-2%	14%	5%	4%	-4%
COc1ccc(S(=O)(=O)N2CCCCCC2)cc1C(=O)N(C)CC(=O)Nc1c(Cl)cccc1Cl
    i	-12%	2%	2.1%	?	-3%	25%	1%	-5%
CCc1cccc(NC(=O)C(c2ccccc2)N2Cc3ccccc3C2=O)c1 (stereo not drawn)
    /	/	/	-0.8%	-9%	-15%	-11%	6%	/
CC(C)Cn1c(N)c(C(=O)COC(=O)c2ccncc2)c(=O)n(C)c1=O
    i	0%	-2%	0.2%	6%	/	-34%	0%	0%
Nc1ccc(C(=O)N/N=C\C=C\c2ccc([N+](=O)[O-])cc2)cc1
    i	-8%[11.3 µM]	-1%	0.6%	0%	-8%	-1%	1%	2%
CCN1CCOC(=O)C1CC(=O)Nc1ccc(C)c(Cl)c1 (stereo not drawn)
    i	20%	/	10%	-2%	6%	-35%	?	/
CCN(c1ccccc1)S(=O)(=O)c1nnc(NC(=O)c2cccs2)s1
    /	/	/	2.0%	-11%	/	-14%	-25%	/
OCCN(Cc1ccccc1)C(=S)NC1CCCCC1
    i	8%	-16%	-0.5%	-7%	0%	-16%	-6%	-7%
O=C(N/N=C/c1cc(Br)c(Br)o1)c1cc2ccccc2o1
    i	-9%	?	0.0%	-10%	?	-38%	-16%	-8%
